# Bioassay records: PubChem BioAssay, The Scripps Research Institute Molecular Screening Center
# FBW7 activator – human FBW7 E3 ligase activation, primary screen; 650,000 compounds, 0.13% hits; normalized activity (activation), % at 26.1 µM; AID 1259310; Q969H0; AlphaScreen FBW7–phospho-cyclin E peptide binding, activator screen; in the data active = normalized activity above about 1.9%;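 also: purified mutant Fbw7 with reduced substrate affinity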
# TEAD-YAP block – TEAD-YAP interaction inhibition; HEK-TIYL cells, TEAD-Gal4/YAP UAS-luciferase luminescence; inhibition, % at 9.12 µM; 640,000 compounds, 1.4% hits; AID 1259422; in the data active = inhibition above about 32%;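 also: 0% = median of test compound wells and 100% = reference inhibitor wells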
# GPR151 activ – activators of human GPR151. 650,000 compounds, 1% hits. AID 1508602. PathHunter beta-arrestin GPR151 cells, luminescence. Q8TDV0. activation, % at 11.2 µM; in the data active = activation above about 4.9%;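 also: 0% = median of compound wells and 100% = cells with positive control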
# Target sequence (Q8TDV0 whole entry, looked up): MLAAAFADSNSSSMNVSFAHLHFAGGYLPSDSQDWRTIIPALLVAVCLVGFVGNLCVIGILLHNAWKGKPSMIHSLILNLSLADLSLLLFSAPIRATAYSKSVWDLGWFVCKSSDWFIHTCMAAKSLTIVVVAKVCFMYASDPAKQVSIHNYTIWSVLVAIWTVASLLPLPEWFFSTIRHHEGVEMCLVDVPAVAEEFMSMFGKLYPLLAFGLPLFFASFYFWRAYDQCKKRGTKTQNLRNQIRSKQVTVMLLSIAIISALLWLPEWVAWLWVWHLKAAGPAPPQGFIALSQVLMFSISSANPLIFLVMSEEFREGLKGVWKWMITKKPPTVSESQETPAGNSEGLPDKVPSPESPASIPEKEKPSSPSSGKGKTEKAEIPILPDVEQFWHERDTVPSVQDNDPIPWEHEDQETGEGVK
# MITF primary – blocks human microphthalmia-associated transcription factor. O75030. AlphaScreen MITF homodimerization, bead proximity signal. inhibition, % at 2.6 µM. 650,000 compounds, 0.91% hits. AID 1259374; in the data active = inhibition above about 50%;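 also: 0% = vehicle wells with protein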
# Target sequence (O75030 whole entry, looked up): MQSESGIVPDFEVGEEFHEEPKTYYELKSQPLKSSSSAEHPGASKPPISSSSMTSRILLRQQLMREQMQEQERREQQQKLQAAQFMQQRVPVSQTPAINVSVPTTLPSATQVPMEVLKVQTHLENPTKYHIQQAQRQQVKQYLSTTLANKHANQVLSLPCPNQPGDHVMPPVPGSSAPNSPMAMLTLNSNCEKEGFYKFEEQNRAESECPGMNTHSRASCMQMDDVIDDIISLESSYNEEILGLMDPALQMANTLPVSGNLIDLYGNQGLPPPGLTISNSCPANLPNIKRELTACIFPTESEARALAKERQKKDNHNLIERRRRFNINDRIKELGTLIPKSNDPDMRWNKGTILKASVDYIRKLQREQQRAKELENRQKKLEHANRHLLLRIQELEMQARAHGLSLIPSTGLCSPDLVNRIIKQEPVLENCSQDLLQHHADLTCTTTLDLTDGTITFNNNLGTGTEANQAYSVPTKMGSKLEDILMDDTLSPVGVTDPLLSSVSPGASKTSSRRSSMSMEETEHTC
# The depositor's hits bear a star; nt = no result given. An unsorted share of the library; overall some 3.4% were active at least once.
# The line under a structure holds: FBW7 activator, TEAD-YAP block, GPR151 activ, MITF primary
CN(C(=O)CC1C(=O)NCCN1CCCc1ccccc1)C1CCCCC1 (stereo not drawn)
  -0.1, 6, 0.1, 3
COc1ccccc1Cc1nc2ccccc2nc1SCC(=O)Nc1ccc(OC)c(OC)c1
  0.1, -26, 4.2, 73*
COc1ccccc1/C=C/C=N/NC(=O)CC1C(=O)NN=C1C (stereo not drawn)
  0.1, 7, -0.2, 9
Cc1cc(C)cc(NC(=O)CCN2CCCCCC2)c1
  -0.1, 2, 0.0, -1
COc1ccc2[nH]c(=O)c(CN(Cc3ccco3)S(=O)(=O)c3ccc(F)cc3)cc2c1
  0.4, 15, 0.6, -5
COc1cn(CC(=O)Nc2cccc(F)c2)c(CSc2ncccn2)cc1=O
  0.0, -8, 3.0, 3
COc1ccc(C(=O)NNc2nc(N)c(C#N)c(CC#N)c2C#N)cc1OC
  -0.3, -10, 0.1, 2
COc1cc(S(=O)(=O)NC2CC(C)(C)NC(C)(C)C2)c(C)cc1C
  0.0, -11, -0.9, -6
COc1cc2[nH]c(=S)n(CCc3ccccc3Cl)c(=O)c2cc1OC
  0.1, 3, 1.8, 7
O=C(CSc1nc2ccc(NC(=O)c3ccccc3Br)cc2s1)c1ccc(Br)cc1
  0.1, -3, -0.5, 6
CSc1ncc(CN2CCN(C3CCCCC3)C(CCO)C2)cn1 (stereo not drawn)
  0.4, 2, -1.0, 14
Cc1ccc(NS(=O)(=O)c2ccc(NC(=O)c3ccccc3[N+](=O)[O-])cc2)cc1C
  0.1, 11, 2.5, 6
Cc1cc(C)cc(OCC(=O)NNC(=O)c2ccoc2C)c1
  -0.1, 2, 0.0, 0
O=C(NC(=S)Nc1cccc(-c2nc3ncccc3o2)c1)c1ccc(I)cc1
  0.2, -4, -0.8, 11
Cc1nc2nc(NCc3c(F)cccc3Cl)[nH]n2c(=O)c1C
  -0.1, -1, 0.5, 1
COc1ccccc1CNC(=O)c1cccnc1SCc1ccccc1F
  0.1, -11, -0.4, -12
CC(=O)c1ccc(-n2nnnc2SCC(=O)Nc2sc3c(c2C#N)CCCC3)cc1
  0.0, -2, 0.4, 30
O=S(=O)(NCCC1=CCCCC1)c1cccc2nonc12
  -0.1, 5, -1.0, 5
CC(C)(C)NC(=S)N=P(N1CCOCC1)(N1CCOCC1)C(C)(C)C
  -0.1, -1, -1.9, 7
CCOC(=O)CC1=C(C(=O)OCC)C(c2cccnc2)C(C#N)=C(N)O1 (stereo not drawn)
  0.3, 5, 0.8, -2
OCc1nc2c(ccc3ccccc32)[nH]1
  -0.1, -11, 2.1, 0
O=C(Nc1ccc(C(=O)Nc2ccc(Cl)cc2)cc1)c1ccc(Cl)cc1
  0.1, 2, 0.7, 14
Nc1cc(C(=O)O)cc([N+](=O)[O-])c1
  -0.1, -2, -2.3, -1
CCCCC[C@H](O)/C=C/[C@@H]1[C@H]2C/C(=C\CCCC(=O)O)C[C@H]2C[C@H]1O
  nt, nt, -0.3, -5
C=CCn1c(SCc2ccc(C#N)cc2Cl)nnc1-c1cccc(OC)c1
  -0.1, 1, 0.2, -5
Cc1nn(CC(=O)NC2CC(C)(C)NC(C)(C)C2)c(=O)c2ccccc12
  0.0, -4, 0.3, -6
CCOc1ccc(N(CC(=O)N2CCCCC2)S(=O)(=O)c2ccc(C)cc2)cc1
  -0.2, -1, -1.7, -1
O=C(NCC1CCCO1)C(=O)N/N=C/c1ccccc1C(F)(F)F (stereo not drawn)
  0.1, -4, -1.7, -15
CC1CCCCN1S(=O)(=O)c1ccc(C(=O)Nc2ccc(S(N)(=O)=O)cc2)cc1 (stereo not drawn)
  0.0, -4, -1.2, 3
O=[N+]([O-])c1ccc2nc(N3CCOCC3)nc(-c3ccccc3)c2c1
  -0.1, -12, -0.8, -2
Cc1cccc(NC(=O)c2ccc(NC(=O)c3ccccc3)cc2)c1
  0.2, -2, 0.5, 19
COc1ccc(NC(=O)c2ccc(N3CC4CC(C3)c3cccc(=O)n3C4)c(NC(=O)c3cc4ccccc4oc3=O)c2)cc1Cl (stereo not drawn)
  0.1, -4, -1.1, 22
O=C(Cn1cnc(-c2ccc([N+](=O)[O-])cc2)c1)N1CCCCC1
  -0.3, -5, 1.5, -12
CCCCCCCC1CCC(c2ccc(C#N)c(Cl)n2)CC1 (stereo not drawn)
  -0.1, 5, 0.8, 3
CC1CN(c2nc3c(c(=O)[nH]2)CCN(Cc2ccc4ncccc4c2)C3)CC(C)O1 (stereo not drawn)
  0.0, 6, -0.1, 12
CC(C)CC1NC(=O)N(CC(=O)NCC(F)(F)F)C1=O (stereo not drawn)
  0.0, 2, -1.5, -4
O=C(Nc1ccc(Cl)cc1)c1cc(Br)cs1
  0.0, -36, -0.3, 10
Cc1onc(-c2c(Cl)cccc2Cl)c1C(=O)NCc1ccc(S(N)(=O)=O)cc1
  -0.1, -2, -1.4, -17
COc1ccc(-n2c(SCC(=O)O)nc3c([nH]c4ccccc43)c2=O)cc1OC
  0.1, -2, 1.3, -3
Cc1cccc(-n2c(O)c(C=Nc3c(C)nn(Cc4ccccc4)c3C)c(=O)[nH]c2=O)c1C
  0.1, 0, 0.2, 7
Cc1ccc(S(=O)(=O)NC(=O)COc2ccc3ccccc3c2)c(C)c1
  -0.1, -3, 0.1, -12
CCOC(=O)C(NC(=O)c1cccc(Cl)c1)(Nc1sc2c(c1C(=O)OC)CCCC2)C(F)(F)F (stereo not drawn)
  -0.1, 9, 0.6, 7
Clc1ccc(-c2nc3cnccn3c2NC2CCCC2)cc1
  0.4, -3, -0.2, -2
CC1=NN(c2cc(Cl)ccc2[N+](=O)[O-])C(=O)/C1=C\c1ccc(-c2cccc(Cl)c2C)o1
  0.0, -9, 0.3, -19
COc1ccc(C(=O)Nc2ccc(C(=O)OCc3cccc([N+](=O)[O-])c3)cc2)cc1
  -0.1, -75, 2.9, 1
O=C1CC(Nc2ccc(F)cc2)C(=O)N1c1ccc(F)cc1 (stereo not drawn)
  0.2, 9, -1.3, 17
CC1=C(C(=O)OCC(C)C)C(c2ccccc2)NC(=O)N1 (stereo not drawn)
  -0.1, -20, -0.7, 11
CCOC(=O)c1[nH]c(C)c(C(=O)Nc2ccc(C)c(Cl)c2)c1C
  0.9, 4, -0.9, 5
COc1ccccc1/C=C1/NC(=O)N(CC(=O)Nc2cccc(C)c2)C1=O
  -0.1, -5, -1.1, 8
Cc1ccc(COc2ccc(C3C(C#N)=C(N)Oc4n[nH]c(C)c43)cc2)cc1 (stereo not drawn)
  -0.3, -42, -1.0, -7
CC(=O)c1cccc(NC(=O)C(C)n2ncn3cccc3c2=O)c1 (stereo not drawn)
  0.1, 0, -0.2, 3
Cc1cccc(CN2CCCC(CNS(=O)(=O)c3cccc4cccnc34)C2)n1 (stereo not drawn)
  0.3, 4, 1.1, 13
COc1ccc(OC)c(CCNCc2c(C(=O)O)n(Cc3ccccc3)c3ccccc23)c1
  0.5, 20, 0.3, 13
Cc1noc(C)c1C(=O)NCCC1=CCCCC1
  -0.5, -5, 0.9, -1
CC12CCC(C(=O)NN)(OC1=O)C2(C)C (stereo not drawn)
  0.5, 0, -1.4, 16
Cc1n(CC(=O)c2ccccc2)cc[n+]1C
  -0.1, 4, 0.7, -2
CCN(CC)CCN1C(=O)C2C(C(=O)Nc3ccc(Cl)c(Cl)c3)C3C=CC2(O3)C1C(=O)NC1CCCCC1 (stereo not drawn)
  0.0, 4, -0.6, -3
Cn1c(-c2nc3ccccc3[nH]c2=O)nc2ccccc21
  0.1, -35, -2.6, 9
Cc1ccc(NC(=O)c2ccc3c(c2)C(=O)N(c2ccc([N+](=O)[O-])cc2)C3=O)cc1
  0.2, 9, -0.2, 14
C=CCc1ccccc1OCCOc1ccc(/C=C2/C(=N)N3N=C(C(C)C)SC3=NC2=O)cc1OC
  0.2, 6, 0.8, 9

# The list continues.
# The line under a structure holds: FBW7 activator, TEAD-YAP block, GPR151 activ, MITF primary
COc1ccc([C@@H](C)NC(=O)CCC2(Cc3ccc(C)cc3)CCC(=O)N2)cc1 (stereo partly drawn)
  -0.1, 9, 0.5, 0
O=S(=O)(Nc1nc2ccccc2s1)c1ccc(F)cc1
  0.0, 1, 0.4, -12
O=C(N/C(=C/c1ccc([N+](=O)[O-])o1)C(=O)N1CCOCC1)c1ccccc1
  0.0, -7, -1.2, -18
CC1CN(c2c3c(nc4ncnn24)CCCC3)CC(C)O1 (stereo not drawn)
  0.1, 6, 0.0, 8
CSc1ccc(Nc2nc(C)cc(C)n2)cc1
  -0.1, -53, -1.7, 9
O=C(Nc1ccccc1C(F)(F)F)c1nn2c(c1Cl)NC(c1cccs1)CC2C(F)(F)F (stereo not drawn)
  0.2, -2, -1.2, -23
Cc1ccc2c(nc3s/c(=C\c4ccc(-c5ccc(F)cc5F)o4)c(=O)n32)c1C
  0.2, 9, -1.2, 17
CC(C)(C)NC(=O)CSC1=C(C#N)C(c2ccc(Cl)cc2)CC(=O)N1 (stereo not drawn)
  -0.1, 7, 0.2, 23
CC(=O)N1CCC(N(CCCOC(C)C)C(=S)Nc2cccc(Cl)c2)CC1
  0.2, 5, -0.7, 15
Cc1ccc(/C=C2\C(=O)NC(=O)N(c3ccc(F)cc3)C2=O)o1
  -0.1, 2, 1.2, 0
C(=N\Nc1nc2ccccc2[nH]1)/c1ccccc1
  -0.3, -60, -1.2, -14
COc1ccc(S(=O)(=O)Nc2ccc3c(c2)n(C)c(=O)n3C)cc1
  0.0, 11, 0.6, -3
CCN(CC)S(=O)(=O)c1ccc(C(=O)N=c2sc3cc(OC)ccc3n2CCOC)cc1
  0.0, 6, 1.5, 18
COc1cc(C)c(C)cc1S(=O)(=O)Nc1ccccc1O
  -0.2, -1, 0.0, -9
COc1cccc(C(=O)Nc2cccc(-c3ccc(N4CCCC4)nn3)c2)c1OC
  -0.1, -26, 1.6, -5
Cc1ccc(OCc2ccc(Br)cc2)c([N+](=O)[O-])n1
  -0.1, -71, 0.0, -4
COc1ccc(/C=C/CN2CCc3c(cnc(C)c3CNC(=O)CSC)C2)cc1
  0.1, 10, 0.1, 9
COc1ccccc1NC(=O)c1cnn(-c2ccccc2)c1NC(=O)c1ccc(C)cc1
  -0.1, -5, -0.3, 0
CCN(CC)S(=O)(=O)c1ccc(C(=O)Nc2nc3c(s2)CCCC3)cc1
  0.1, 8, -0.3, 13
Cc1ccc(C(=O)N/N=C/c2c[nH]c3ccccc23)cn1
  0.1, -13, 1.0, -17
CC1CCCN(C(=O)C23CC4CC(CC(C4)C2)C3)C1 (stereo not drawn)
  -0.2, -2, -0.3, -6
CC(C)Nc1nc(Cl)nc(Nc2ccc(I)cc2)n1
  0.2, -11, 1.0, 7
COc1ccc(NC(=O)C2CCN(S(=O)(=O)c3ccc(OC)c(OC)c3)CC2)cc1Cl
  0.0, -5, 0.7, 12
CC(=O)c1ccc(OCC(=O)Nc2cccc(F)c2)cc1
  -0.1, -34, 0.6, -7
Oc1ccc(-c2ncccn2)cc1CN1CCN(Cc2ccccc2)CC1
  -0.2, -8, -1.5, 1
Cc1sc2ncn3cnnc3c2c1-c1ccc(Cl)cc1
  0.0, 7, 1.4, 14
CCOC(=O)C(C)(C)N(Cc1cccc(C)c1)S(=O)(=O)c1ccc([N+](=O)[O-])cc1
  -0.2, 4, -1.6, 6
COc1ccc(NC(=O)c2cnc3c(c(C)nn3-c3ccccc3)c2Cl)cc1
  0.6, -1, 3.8, -4
Cc1ccc(CNC(=O)CSc2nc3ccsc3c(=O)n2CCCCCC(=O)NCCc2ccccc2)cc1
  0.0, 2, 0.5, 16
C=CCc1ccccc1OCC(O)CN1CCC(Cc2ccccc2)CC1 (stereo not drawn)
  -0.2, 11, 3.0, 3
CCc1ccc(N2CC(C(=O)OCC(=O)NC3CCS(=O)(=O)C3)CC2=O)cc1 (stereo not drawn)
  0.0, -8, 1.3, 7
O=C(c1ccc(Cl)cc1)N(Cc1ccccc1F)N1C(=O)C2C3C=CC(C3)C2C1=O (stereo not drawn)
  0.0, 6, -0.9, -11
CC(C)CCSc1nc2c(c(=O)[nH]1)C(c1cccnc1)C1=C(CCCC1=O)N2 (stereo not drawn)
  0.1, 10, 2.9, 18
CC(=O)Oc1ccccc1C(=O)Nc1ccc(F)cc1F
  0.1, -45, -5.6, 11
COc1ccc(/C=C2/C(=O)NN(c3ccc(Br)cc3)C2=O)cc1
  0.0, 9, 2.0, 12
CCCCC[C@H](O)/C=C/C=C\C=C\C=C\[C@H](O)[C@@H](O)CCCC(=O)O
  nt, nt, -2.2, 3
CCOC(=O)c1cc(-c2ccc(I)cc2)nc2ccccc12
  0.0, -1, 1.3, 0
COC(=O)/C(C#N)=C/c1ccc(N(C)C)cc1
  0.3, -53, -1.8, -3
O=C(O)/C=C\C(=O)NCCNC(=S)Nc1ccccc1
  0.0, -8, -0.7, -15

# An excerpt from above in order of number of heavy atoms, highest first:
# The line under a structure holds: FBW7 activator, TEAD-YAP block, GPR151 activ, MITF primary
CC(C)CCSc1nc2c(c(=O)[nH]1)C(c1cccnc1)C1=C(CCCC1=O)N2 (stereo not drawn)
  0.1, 10, 2.9, 18
COc1ccc(/C=C2/C(=O)NN(c3ccc(Br)cc3)C2=O)cc1
  0.0, 9, 2.0, 12
CCOC(=O)c1cc(-c2ccc(I)cc2)nc2ccccc12
  0.0, -1, 1.3, 0
CC(=O)Oc1ccccc1C(=O)Nc1ccc(F)cc1F
  0.1, -45, -5.6, 11
O=C(O)/C=C\C(=O)NCCNC(=S)Nc1ccccc1
  0.0, -8, -0.7, -15
COC(=O)/C(C#N)=C/c1ccc(N(C)C)cc1
  0.3, -53, -1.8, -3
